Screens from PubChem.
Anthrax LF inh2: anthrax lethal factor protease inhibition | multiplex microsphere protease cleavage assay, LF | inhibition, % at 10 µM | actives 0.12% (n = 360,000) | P15917; further: plate controls were buffer without enzyme for full effect and enzyme alone for no effect
Target sequence (P15917 whole entry, looked up): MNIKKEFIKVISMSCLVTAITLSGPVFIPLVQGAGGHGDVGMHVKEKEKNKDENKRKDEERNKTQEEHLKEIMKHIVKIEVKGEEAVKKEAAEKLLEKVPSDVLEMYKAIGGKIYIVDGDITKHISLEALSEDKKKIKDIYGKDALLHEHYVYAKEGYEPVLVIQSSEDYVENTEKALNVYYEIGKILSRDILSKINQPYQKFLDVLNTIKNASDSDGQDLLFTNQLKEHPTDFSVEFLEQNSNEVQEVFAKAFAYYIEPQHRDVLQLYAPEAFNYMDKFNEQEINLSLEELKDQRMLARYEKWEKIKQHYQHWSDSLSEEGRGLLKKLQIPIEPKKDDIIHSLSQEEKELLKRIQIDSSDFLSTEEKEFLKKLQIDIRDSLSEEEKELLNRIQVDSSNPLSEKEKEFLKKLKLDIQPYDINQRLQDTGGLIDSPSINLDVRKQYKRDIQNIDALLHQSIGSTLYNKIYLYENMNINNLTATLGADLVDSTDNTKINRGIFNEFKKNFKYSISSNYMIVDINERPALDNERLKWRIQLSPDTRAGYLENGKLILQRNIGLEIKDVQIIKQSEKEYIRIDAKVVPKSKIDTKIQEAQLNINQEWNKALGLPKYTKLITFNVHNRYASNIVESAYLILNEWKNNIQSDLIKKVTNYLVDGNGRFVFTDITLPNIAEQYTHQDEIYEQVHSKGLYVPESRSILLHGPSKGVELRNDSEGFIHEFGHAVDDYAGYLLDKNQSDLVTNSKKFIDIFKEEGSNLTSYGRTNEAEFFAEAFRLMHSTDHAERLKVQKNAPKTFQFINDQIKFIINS
Mtb FBA inh: inhibits M. tuberculosis FBA enzyme; P9WQA3; purified M. tuberculosis FBA, fluorescence read-out; inhibition, % at 1 µM; actives 2.3% (n = 360,000); in the data active means inhibition above about 27%;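 further: 0% = vehicle and 100% = reference inhibitor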
FadD28 FP inh: blocks FadD28 binding to the bisubstrate probe; fluorescence polarization; inhibition, % at 12.5 µM; actives 0.22% (n = 360,000); AID 588549; in the data active means inhibition above about 8.5%, passing the limit was not always enough; inconclusive means no clear call, values can overlap the other calls
BioA inh: inhibitors of Mycobacterium tuberculosis BioA enzyme; purified M. tuberculosis BioA enzyme, plate reader; actives 0.096% (n = 360,000); AID 602481; inhibition, % at 9.99 µM; in the data active means inhibition above about 40%; inconclusive means no clear call, values can overlap the other calls
BoNT F protease: inhibitors of Botulinum neurotoxin F light chain protease | Multiplex microsphere protease cleavage assay, flow cytometry | inhibition, % at 10 µM | actives 0.22% (n = 360,000); in the data active means inhibition above about 35%, passing the limit was not always enough; inconclusive means no clear call, values can overlap the other calls; further: plate controls were buffer without enzyme for full effect and enzyme alone for no effect
BoNT A protease: BoNT A light chain protease inhibition; AID 588499; inhibition, % at 10 µM; multiplex microsphere protease substrate cleavage, flow cytometry; actives 0.17% (n = 360,000); further: plate controls were buffer without enzyme for full effect and enzyme alone for no effect
PfHsp40 rescue: restores yeast growth despite PfHsp40 toxicity; growth rescue, % at 12.5 µM; actives 0.68% (n = 340,000); S. cerevisiae expressing PfHsp40, growth rescue, ATP luminescence; in the data active means growth rescue above about 28%, passing the limit was not always enough; inconclusive means no clear call, values can overlap the other calls;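 further: yeast W303a lacking pdr1 and pdr3 grown in galactose medium; growth measured after three days at 30 °C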
GDH-TPI inh: inhibits GDH-TPI coupling enzymes, artifact for Mtb FBA screen; AID 588335; inhibition, % at 4.8 µM; GDH-TPI coupled enzyme counterscreen, NADH absorbance; actives 1.2% (n = 360,000); in the data active means inhibition above about 30%;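 further: 0% = DMSO wells and 100% = wells lacking the enzyme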
Mtb UGM inh: Mtb UDP-galactopyranose mutase inhibition | inhibition, % at 10 µM | actives 0.06% (n = 320,000) | AID 504406 | purified UGM, fluorescence polarization probe displacement | P9WIQ1; in the data active means inhibition above about 10%, passing the limit was not always enough; inconclusive means no clear call, values can overlap the other calls
Active calls of the source: *; ? = inconclusive; . = not tested or not shown. Unless noted, no stated cut-off is given here; in the data, active means inhibition above about 30%; inconclusive means no clear call, values can overlap the other calls; inactive means below that.

Screens in order – Anthrax LF inh2	Mtb FBA inh	FadD28 FP inh	BioA inh	BoNT F protease	BoNT A protease	PfHsp40 rescue	GDH-TPI inh	Mtb UGM inh
1. Cc1nc(-c2ccc(F)cc2)c(CC(=O)N(C)CC(=O)Nc2ccc(Cl)c(C(F)(F)F)c2)s1
→ -5	1	-1.9	0.7	-4	-0.9	3.7	-7	.
2. Nc1c(C(=O)NCc2cccnc2)sc(=S)n1-c1ccccc1
→ ?	-4	-2.9	0.5	?	?	-0.3	30	-0.5
3. CC(=O)c1ccc(N2CCN(C(=O)c3nn(C)c4c3CS(=O)(=O)c3ccccc3-4)CC2)cc1
→ -2	2	-0.4	2.5	2	-0.3	0.5	41*	-1.5
4. O=C1N=C(N2CCCCC2)SC1=C1CCCCC1
→ 5	-2	-1.2	4.3	11	-1.2	0.3	-3	0.3
5. O=C(N/N=C/C=C\c1ccccc1[N+](=O)[O-])c1cccs1
→ -3	-2	0.1	.	-1	0.0	0.1	26	0.1
6. Cc1nc2sccc2c(=O)n1-c1ccccc1Cl
→ 7	1	-0.2	1.7	3	0.4	-1.5	4	0.3
7. O=c1c(C=NCCCO)c(-c2ccccc2)[nH]n1-c1nc2ccccc2s1
→ -1	0	-4.9	.	-1	-0.6	1.6	2	0.7
8. Cc1ccc(Nc2nc(N)nc(CN3CCCCCC3)n2)cc1
→ 3	-2	-7.2	1.8	?	2.1	-1.0	3	-0.5
9. Cc1ccc(SCCC(=O)OCC(=O)Nc2ccc(C(N)=O)cc2)cc1
→ 3	-1	-2.9	-1.1	3	-0.5	0.3	0	-1.9
10. Cn1ncc2cc3c(Nc4ccc(Cl)cc4)cccc3nc21
→ 6	3	0.0	81*	9	5.2	.	.	.
11. COc1ccc(CNC(=O)C(C)OC(=O)CN2C(=O)COc3ccccc32)cc1 (stereo unspecified)
→ -10	1	0.1	-1.1	14	-4.5	0.8	-1	-1.4
12. Cc1ccc(-c2csc(/C(C#N)=C/Nc3ccccc3SC(F)(F)F)n2)cc1
→ -2	-1	-2.3	.	-3	-0.1	0.4	4	-0.2
13. CCN(CC)c1ccc(C2N(C(=O)N3CCOCC3)CCN2S(=O)(=O)c2ccc(C)cc2)cc1 (stereo unspecified)
→ -3	-2	-1.5	-0.4	-5	-0.9	-1.3	26	-0.7
14. O=C(CCc1ccccc1)NC(=S)Nc1ccc(S(=O)(=O)N2CCOCC2)cc1
→ -1	7	1.2	.	-18	-1.7	1.3	7	3.1
15. COc1cc2c(cc1NC(=O)C(C)NCc1ccccc1)oc1ccccc12 (stereo unspecified)
→ -2	0	-2.1	.	6	0.9	-0.2	14	-2.1

Ordered by length of the SMILES (lowest first): 3 of the compounds above.
Screens in order – Anthrax LF inh2	Mtb FBA inh	FadD28 FP inh	BioA inh	BoNT F protease	BoNT A protease	PfHsp40 rescue	GDH-TPI inh	Mtb UGM inh
10. Cn1ncc2cc3c(Nc4ccc(Cl)cc4)cccc3nc21
→ 6	3	0.0	81*	9	5.2	.	.	.
14. O=C(CCc1ccccc1)NC(=S)Nc1ccc(S(=O)(=O)N2CCOCC2)cc1
→ -1	7	1.2	.	-18	-1.7	1.3	7	3.1
3. CC(=O)c1ccc(N2CCN(C(=O)c3nn(C)c4c3CS(=O)(=O)c3ccccc3-4)CC2)cc1
→ -2	2	-0.4	2.5	2	-0.3	0.5	41*	-1.5

Next part:
Screens in order – Anthrax LF inh2	Mtb FBA inh	FadD28 FP inh	BioA inh	BoNT F protease	BoNT A protease	PfHsp40 rescue	GDH-TPI inh	Mtb UGM inh
16. Cc1cc2c(cc1S(=O)(=O)N(C)c1ccccc1)NC(=O)CO2
→ 0	0	-2.6	5.9	4	-0.2	1.1	-4	0.2
17. O=C1CSC(=S)N1/N=C/c1ccc(O)c([N+](=O)[O-])c1
→ -6	-23	?	.	-6	-3.2	-0.3	2	.
18. CC(C)C[C@H]1CN=C(Nc2ccccc2)N1CC1CCCCCC1
→ 6	1	0.2	-1.0	-12	0.0	0.2	6	1.1
19. CCOC(=O)/C(C)=N/Nc1nc(-c2ccc(NC(C)=O)cc2)cs1
→ 1	0	-1.5	2.2	-6	-1.2	.	8	1.9
20. CCOC(=O)c1cc(C)n(CCc2ccccc2)c1C
→ -2	8	-2.3	0.8	-4	-1.3	-0.4	7	-0.2
21. C#CCOCCOCCOCCNc1nc(N2CCN(C(=O)[C@H]([C@@H](C)CC)n3cc(CCCN=C(N)N)nn3)CC2)nc(N2CCN(C(=O)[C@H]([C@@H](C)CC)n3cc(CCC(=O)O)nn3)CC2)n1
→ -2	-1	-3.8	-0.4	-9	0.2	-2.5	1	.
22. C/C(=N\NC(=O)c1c(Cl)c(C)nn1C)c1ccc(NC(=O)c2ccncc2)cc1
→ -2	0	1.0	.	-16	-0.4	0.7	16	-0.3
23. COc1ccc(NC(=O)C2(c3ccc(NC(=O)c4ccc(C)cc4)cc3)CCCC2)cc1
→ 1	5	-3.4	.	1	0.2	-0.3	-10	-4.6
24. COC(=O)C(C)(C)ONC(=O)Nc1ccc(Br)cc1
→ 0	-1	-0.1	.	-2	-0.6	1.3	4	-2.5
25. CC(C)CCNC(=O)C(=O)NCC1OCCCN1S(=O)(=O)c1cccs1 (stereo unspecified)
→ -3	5	-2.9	-5.0	5	2.0	-0.6	-1	0.2
26. COc1cc(CCNC(=O)c2cnn3ccccc23)cc(OC)c1OC
→ 5	6	-3.2	0.2	-5	0.2	0.6	12	-0.9
27. Cc1nn(-c2ccccc2)c(CC(C)(C)C(=O)O)c1C(=O)O
→ -2	6	-1.9	-0.4	5	1.2	1.0	-5	1.1
28. Cc1ccc(NC(=O)N2CCC(=O)N2)cc1
→ -8	-1	1.9	-0.3	-5	-3.4	-0.1	11	0.0
29. COc1cccc(Nc2nc(N)c([N+](=O)[O-])c(N3CCOCC3)n2)c1
→ 9	4	-1.8	-1.0	12	-1.4	-0.5	16	-0.8
30. COCCN(C(=O)CC1CCCCC1)c1c(N)n(CC(C)C)c(=O)[nH]c1=O
→ -3	2	-1.0	-0.8	6	-0.2	0.7	13	-0.8
31. O=C(O)/C=C/C(=O)Nc1ccccc1-c1ccccc1
→ 0	6	-1.3	-0.5	-27	0.0	-0.2	6	.
32. COC(=O)c1ccc(NS(=O)(=O)c2ccc(OC)cc2)cc1
→ -1	-1	0.5	2.2	0	?	-1.8	-4	3.7
33. Cc1ccc2oc(-c3cccc(NC(=O)Cc4cccs4)c3)nc2c1
→ 0	4	0.0	-1.3	-4	0.4	-0.6	7	0.9
34. CC(CCc1ccccc1)N1CCN(C)CC1 (stereo unspecified)
→ .	2	-1.4	-2.5	.	.	-0.1	10	-3.4
35. COc1ccc([C@@H]2[C@@H](C(=O)C(C)(C)C)N3N=Cc4ccccc4[C@@H]3C23C(=O)OC(C)(C)OC3=O)cc1OC
→ -2	-6	-4.2	.	-1	0.7	-0.7	11	0.3
36. COc1ccc(CN(C2CCCC2)S(=O)(=O)c2ccc(-n3cnnn3)cc2)cc1OC
→ -4	2	-3.2	0.8	-12	0.1	1.3	3	1.5
37. CC(C)[C@@H]1NC(=O)c2cc([N+](=O)[O-])cc(I)c2NCCC[C@@H](C(=O)NC(CC(=O)O)C(N)=O)NC(=O)[C@H](CO)NC1=O (stereo partly specified)
→ 2	-1	-0.4	-0.5	2	-0.3	-0.3	3	2.9
38. COc1cc(NS(=O)(=O)c2ccc(Nc3nc(-c4ccccn4)cs3)cc2)nc(OC)n1
→ -1	-3	3.1	.	-6	-1.0	1.4	13	3.6
39. C=CCNC(=O)C(=O)NCCCN1CCOCC1
→ -3	-1	-3.9	.	-4	-0.7	0.2	-9	0.2
40. Cc1cccc(OC(=O)c2ccc3c(=O)n4c(nc3c2)CCC4)c1
→ -4	0	-2.6	0.4	1	0.1	.	15	.
41. CCOC(=S)SCc1cn2ccc(C)cc2n1
→ -1	0	-1.1	-0.4	-5	-0.8	0.7	10	0.9
42. COC(=O)c1ccc(NC(=O)C(=O)N2CCCC2)cc1
→ -1	-1	-0.3	-1.6	3	-0.3	-1.0	3	-0.2
43. Cc1ccc(-c2cnc(C(O)c3ccc(Cl)cc3C)[nH]2)cc1 (stereo unspecified)
→ -10	-3	-0.5	0.3	-6	-0.7	.	2	.
44. O=c1c2cc(F)ccc2sn1-c1ccccc1
→ 4	-2	0.1	0.8	-4	35*	?	19	-0.2
45. Cc1c(C#N)sc(C(N)=O)c1C
→ 0	-2	-3.6	.	-4	-1.2	0.2	3	0.5
46. CCCCNC(=O)Oc1ccc(C(=O)N2c3ccccc3NC(=O)C2C)cc1 (stereo unspecified)
→ -4	4	-1.4	-1.7	0	-1.7	1.2	9	-0.6
47. O=C(NCC(O)c1ccccc1)c1ccccc1 (stereo unspecified)
→ 0	6	0.9	-5.4	10	-0.4	-0.9	8	0.5
48. O=C1CCC(C(=O)N2CCCCO2)CN1Cc1ccc(Cl)cc1 (stereo unspecified)
→ -6	0	0.2	-0.8	-7	-0.9	-1.6	0	1.9
49. O=C(NCCN1CCCc2ccccc21)C1CCC(=O)N(CCc2ccccc2)C1 (stereo unspecified)
→ 6	2	-3.5	-1.0	8	5.0	-0.4	-1	0.0
50. Cc1ccc(OCC(=O)Nc2ccccc2C(N)=O)cc1
→ -1	-1	-2.1	-0.7	4	-3.5	1.3	-9	2.3
51. N#Cc1ccc(Oc2ccc(NC(=O)C3CC=CCC3C(=O)O)cc2)cc1 (stereo unspecified)
→ 1	1	-1.0	.	1	-0.6	-0.5	6	-2.2
52. COc1nc(Nc2ccc(C(C)C)cc2)nc(OC)n1
→ -4	-1	-2.1	0.4	-7	-0.9	0.6	1	1.6
53. CCC(C(=O)OC)n1cnc2c(nnn2-c2ccc(OC)cc2)c1=O (stereo unspecified)
→ -2	2	-0.7	1.6	5	0.4	-1.4	-7	0.5
54. O=C(NCc1ccccc1)c1ccccc1OCC(=O)N1CCCCC1
→ -2	-3	2.1	-1.1	-2	-0.9	0.3	12	2.4
55. CSc1ccccc1OCc1cc(C(=O)NCC(C)(C)N2CCOCC2)no1
→ -5	6	-2.1	-1.0	-12	-3.3	-1.0	7	0.1
56. OC(CC#CCN1CCOCC1)(c1ccccc1)c1ccccc1
→ -8	0	-2.0	0.4	13	-4.1	0.6	5	-1.2
57. C=CCN(CC=C)CC(=O)Nc1cccc(Oc2cnccn2)c1
→ -12	2	-1.4	-0.6	-2	-2.2	-0.6	12	-2.1
58. O=C(COc1ccc(Br)cc1)N1CCC(c2ccccc2)C1 (stereo unspecified)
→ 0	0	0.1	11	0	-0.2	2.6	3	0.6
59. C[n+]1ccc(C(=O)Nc2ccccc2Cl)cc1
→ -5	-1	-1.2	-0.8	?	-17	0.7	5	1.7
60. Cc1cc(N2CCNCC2)nc2ccccc12
→ -3	7	0.1	-1.0	?	-0.9	1.2	-5	-0.7
61. O=C(Nc1nc2ccccc2n1CCOc1ccc(Cl)cc1)c1ccco1
→ -5	5	-0.9	0.3	-4	-0.5	-2.1	3	3.3
62. Cc1ccc(C(=O)NC2CCN(CCCC(=O)c3ccc(F)cc3)CC2)cc1
→ 3	2	-1.6	-0.9	-28	-2.8	0.7	3	0.9
63. O=C(O)CC1OCC=C2CN3CCC45C6=CC(=O)C(=O)C([N+](=O)[O-])=C6NC4C1C2CC35 (stereo unspecified)
→ 4	-1	?	-1.1	-3	-0.8	0.3	-2	1.6
64. COc1ccc2ccccc2c1C1NC(=O)c2ccccc2N1 (stereo unspecified)
→ -6	44*	-15	.	-5	0.1	0.8	6	.
65. COc1ccc(-c2cccc([C@H]3[C@@H]4C=CCC[C@@]4(C)C(=O)N3Cc3ccccc3)c2)cc1
→ -10	0	-2.1	-1.7	-10	-0.2	-1.3	2	2.2
66. Cc1cccc(NC(=O)C2CCCN(C(=O)Nc3ccc(F)cc3)C2)c1C (stereo unspecified)
→ -7	-1	1.0	0.6	17	-4.4	0.1	1	1.2
67. O=C1Nc2ccccc2N=C(c2ccccc2)C1N1CCOCC1 (stereo unspecified)
→ -2	-1	-2.2	0.1	-1	?	-0.8	11	2.9
68. Cc1noc(NS(=O)(=O)c2ccc(NC(=O)CSc3nc4c(cc3C#N)CCC4)cc2)c1C
→ -4	-1	0.7	2.0	6	0.2	2.0	7	3.5
69. CN1C(=O)CC(P(=O)(c2ccccc2)c2ccccc2)N(C)C1=O (stereo unspecified)
→ -1	2	-0.8	.	-16	-0.3	0.6	-10	-0.6

This is a random part of the collection, and some 4.7% of all compounds hit somewhere here.
